Screening results as filed in PubChem BioAssay.
p47phox inh: p47phox (human) inhibition. p47phox/p22phox peptide binding, fluorescence polarization, 2 h. inhibition, % at 24.7 µM. 220,000 tested, 0.53% active. AID 1274;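 active = inhibition above about 30%, limit read from the data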;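 also: 0% = p47phox with labelled peptide and 100% = labelled peptide alone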
Target sequence (P14598 whole entry, looked up): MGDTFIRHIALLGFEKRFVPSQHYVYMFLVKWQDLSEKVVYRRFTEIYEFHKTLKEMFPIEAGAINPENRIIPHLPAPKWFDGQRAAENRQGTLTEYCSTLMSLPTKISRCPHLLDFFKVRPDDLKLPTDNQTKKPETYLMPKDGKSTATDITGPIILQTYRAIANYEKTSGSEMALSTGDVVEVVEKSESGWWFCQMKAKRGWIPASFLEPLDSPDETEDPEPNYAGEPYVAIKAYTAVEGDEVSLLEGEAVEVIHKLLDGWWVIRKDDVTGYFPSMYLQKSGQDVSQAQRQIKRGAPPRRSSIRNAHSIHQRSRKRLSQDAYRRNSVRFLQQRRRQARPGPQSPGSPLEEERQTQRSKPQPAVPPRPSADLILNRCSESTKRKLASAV
BaF3 tox: counter-screen for JAK2V617F inhibitors: parental Ba/F3 viability inhibitors. 220,000 tested, 1.1% active. AID 1486. inhibition, % at 5.6 µM. CellTiter-Glo ATP luminescence;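 active = inhibition above a per-campaign cutoff, the mean inhibition of all tested compounds plus 3 SD, cut at about 27% in these data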;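 also: 0% = DMSO wells and 100% = JAK Inhibitor I control wells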
Furin inh: blocks human furin protease activity; 220,000 tested, 0.061% active; P09958; purified furin, fluorogenic substrate cleavage; AID 463115; inhibition, % at 30 µM; in the data active = inhibition above about 25%; also: inactives centre near -15
Tb hexokinase: blocks Trypanosoma brucei hexokinase 1 activity; inhibition, % at 10 µM; recombinant TbHK1, G6PDH-coupled NADH A340; 220,000 tested, 0.11% active;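 active = inhibition of 50% or more in the single-dose primary screen; inactive = inhibition below 50%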
Ba/F3 V617F tox: loss of viability in JAK2V617F-driven Ba/F3 cells. Ba/F3 EpoR-JAK2V617F viability, ATP luminescence. inhibition, % at 5.6 µM. 220,000 tested, 1.1% active;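 active = inhibition above the campaign mean plus 3 SD over all tested compounds, cut at about 24% in these data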;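 also: cytokine-independent growth of Ba/F3 cells driven by EpoR plus mutant JAK2; 0% = DMSO-treated cells and 100% = JAK inhibitor I control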
RBBP9 inh: inhibitors of human serine hydrolase RBBP9 | O75884 | recombinant RBBP9, FP-Rh probe fluorescence polarization | inhibition, % at 7.94 µM | 220,000 tested, 0.2% active | AID 1515;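 active = inhibition above the campaign mean of all tested compounds plus 3 SD, cut at about 14% in these data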;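 also: plate controls were DMSO wells with RBBP9 for no effect and wells lacking RBBP9 protein for full effect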
Target sequence (O75884 whole entry, looked up): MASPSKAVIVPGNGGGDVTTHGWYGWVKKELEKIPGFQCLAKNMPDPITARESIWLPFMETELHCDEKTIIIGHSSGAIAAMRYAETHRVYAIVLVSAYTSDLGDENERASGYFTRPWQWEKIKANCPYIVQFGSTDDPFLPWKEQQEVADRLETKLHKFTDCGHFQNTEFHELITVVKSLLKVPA
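Measured by: FP readout at 525/598 nm; material: recombinant human RBBP9; also added: Serine-hydrolase probe FP-Rh, 375 nM pre-mixing; medium: Tris buffer pH 8.0, NaCl, Pluronic; replication: one well per compound; doses: one concentration, 7.94 µM nominal, 0.794% DMSO; timing: preincubation 30 min plus labeling 45 min at 25 °C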
PGE2 EP2 inh: blocks the human prostaglandin E2 receptor EP2; 260,000 tested, 0.52% active; C6 glioma cells expressing human EP2, cAMP TR-FRET; cells stimulated with saturating PGE2; P43116; AID 1422; inhibition, % at 25 µM;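 active = percent inhibition above 40 after rounding to a whole number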;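 also: rat C6 glioma host cells with rolipram phosphodiesterase inhibitor present; the protocol text gives 20 µM as final concentration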
Target sequence (P43116 whole entry, looked up): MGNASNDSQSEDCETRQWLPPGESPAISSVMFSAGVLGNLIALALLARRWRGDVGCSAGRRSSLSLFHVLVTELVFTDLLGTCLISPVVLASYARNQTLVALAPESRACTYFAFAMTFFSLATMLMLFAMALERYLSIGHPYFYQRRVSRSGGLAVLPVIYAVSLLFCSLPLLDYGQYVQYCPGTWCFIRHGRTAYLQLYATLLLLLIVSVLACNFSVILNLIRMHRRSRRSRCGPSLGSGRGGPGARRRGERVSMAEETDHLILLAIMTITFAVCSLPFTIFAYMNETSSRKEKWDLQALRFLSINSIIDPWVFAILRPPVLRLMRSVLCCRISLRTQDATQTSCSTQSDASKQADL
PPC-1+TRAIL kill: compounds killing PPC-1 cancer cells with TRAIL present (potentiator screen, no TRAIL-free arm) | PPC-1 cells + TRAIL, ATPLite viability luminescence | cell killing (% activity), % at 4 µM | 220,000 tested, 0.41% active | AID 1443;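 active = cell killing above 50% in the first pass at 4 µM, then a duplicate retest at 5 µM averaging 50% or more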;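 also: plate controls were cells with TRAIL plus DMSO for no effect and medium-only wells lacking cells for full effect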
p97 ATPase inh: human p97 ATPase inhibition; recombinant p97 ATPase, Kinase-Glo ATP luminescence, 3 h; P55072; 220,000 tested, 0.42% active; inhibition, % at 8 µM; in the data active = inhibition above about 15%;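 also: 0% = DMSO vehicle and 100% = wells lacking enzyme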
* marks the source's active call; other numbers are inactive results; nt = no result given; & = joins results of further samples; [ ] = dose if it differs, or a comment. This is a subset; count on the stated rates, not on these rows.

SMILES	p47phox inh	BaF3 tox	Furin inh	Tb hexokinase	Ba/F3 V617F tox	RBBP9 inh	PGE2 EP2 inh	PPC-1+TRAIL kill	p97 ATPase inh
Cc1csc(NC(=O)CS(=O)(=O)Cc2ccccc2)n1	-3	3	-1	9	4	-4	8	4	-6
O=C(NCC(=O)N(Cc1ccccc1)C(C(=O)NCC1CCCO1)c1ccccc1)c1cccs1 (stereo unspecified)	-2	6	-29[20 µM]	-3	-4	-6	9	21	1
O=C(CCn1c(=O)oc2ccccc21)NCCCN1CCCC1=O	-1	2	-23	5	1	-10	6	33	0
Cc1cc(NS(=O)(=O)c2ccc(Nc3nc(-c4ccc(C)c(C)c4)cs3)cc2)no1	-33	7	3	7	3	-4	7	-2	-11
COc1ccccc1CNc1ccc2nnc(CCNC(=O)c3ccc(C)cc3)n2n1	-15	1	-17	-3	3	2	8	-11	-2
COc1cc(OC)c2ccc(=O)oc2c1C(CC(=O)N1CCOCC1)c1ccc(N(C)C)cc1 (stereo unspecified)	2	nt	-8	-36	nt	nt	19	2	nt
CC(=O)Nc1cccc(C(=O)NCC2(N3CCCCC3)CCCCC2)c1	-11	1	-26	-1	0	2	5	4	1
C/C(CC(C)C)=N/Nc1ccc([N+](=O)[O-])cc1[N+](=O)[O-]	-4	1	-18	-4	2	-9	4	3	-4
O=C(NCC1CCCO1)c1ccc2c(=O)n(-c3ccccc3)c(=S)[nH]c2c1 (stereo unspecified)	-27	0	-34	-1	-1	8	8	14	9
CCOc1cccc(CNc2ccc(O)cc2)c1OCc1ccccc1Cl	1	4	-19[20 µM]	0	-3	1	11	26	5
CN1CCN(c2ccccc2NC(=O)Cc2cn(C)c3ccccc23)CC1	-5	1	-11	1	-3	6	10	14	4
COC(=O)c1ccc(NC(=S)NC(=O)c2c(Cl)cnn2C)cc1	3	10	-11	-1	3	9	10	17	-3
N#Cc1nc(-c2ccco2)oc1N1CCN(Cc2ccccc2)CC1	nt	1	-22	-13	0	-3	8	11	-2
CCCCCC(=O)Nc1cccc2ccccc12	-3	3	-15	-2	-1	-4	7	nt	1
COc1ccc(OC)c(NC(=O)C2CCN(C(=O)c3cccs3)CC2)c1	-8	1	-12	0	0	-7	3&5	2	1
O=c1cc(CSc2nc3ccccc3c(=O)[nH]2)c2ccc(O)cc2o1	-20	-2	-13	33	19	-10	8	20	3
COc1ccc(N2C(=O)c3ccccc3NC2c2ccc(OC)c(CN3CCOCC3)c2)cc1 (stereo unspecified)	-18	4	-15	-18	-2	-3	8	-11	4
COc1ccc(NC(=O)C2CC(=O)OC23CCCCC3)cc1 (stereo unspecified)	-9	5	-18[20 µM]	0	0	-5	10	21	-3
CCOc1ccc(-n2c(SCc3nc(-c4ccc(C)cc4)no3)nnc2-c2ccncc2)cc1	-38	2	-11[20 µM]	-8	-2	-4	7	-2	-2
CCOC(=O)N1CCc2c(sc3c2c(=O)n(Cc2ccccc2)c(=O)n3Cc2ccc(C)cc2)C1	-9	9	-4	-12	-2	6	7	2	8
Cc1ccc(OCC(=O)Nc2nnn(C)n2)c(C)c1	-15	1	-26	5	-2	-5	8&9	5	6
Cc1c(Cl)cnc(NC(=O)COC(=O)c2nn(C)c(=O)c3ccccc23)c1Cl	-14	1	-11	6	-1	-7	6	27	3
CCN(CC)S(=O)(=O)c1ccc(Cl)nc1	-6	1	-21	0	0	7	2	6	3
CC(=O)c1sc2nc(-c3cccs3)cc(C(F)(F)F)c2c1N	-54	0	-16	-15	0	3	24	18	0
O=C(NCc1ccccn1)c1cc(-c2ccc(Br)cc2)nc2ccccc12	-8	7	-8	-2	0	-11	11	16	-2
Cc1cc(NC(=O)COC(=O)[C@@H](NS(=O)(=O)c2ccccc2)C(C)C)no1	-1	5	-32	-4	-1	-4	4	3	2
Cc1c(/C(O)=C2\C(=O)C(=O)N(CCN(C)C)C2c2cccnc2)cnn1-c1ccccc1 (stereo unspecified)	-14	4	-8	-34	-2	-4	9	12	-1
NC12CC3CC(C1)CC(O)(C3)C2	1	3	-9	5	-5	-3	1	14	-2
C/C(=N\NC(=O)OC(C)(C)C)c1cccc([N+](=O)[O-])c1	0	6	-15	-1	-2	-1	8	16	-1
Cn1nnnc1SCc1ccccc1[N+](=O)[O-]	-21	-3	-5[20 µM]	0	-4	0	5	-23	5
O=C1CC(c2ccc3c(c2)OCO3)CN1 (stereo unspecified)	3	4	-29	-3	-1	-7	12	-36	5
CCC(C)NC(=O)CSc1ccc(Cl)cc1 (stereo unspecified)	-10	7	-18[20 µM]	-6	4	-2	16	11	-2
Cn1c(=O)c2[nH]c(N=NNc3ccccc3F)nc2n(C)c1=O	-7	3	-3	-5	0	3	12	11	3
Cc1cccc(NC(=S)N(CCN(C)C)Cc2cc3cc(C)ccc3[nH]c2=O)c1	-6	5	-23	-5	-4	0	7&21	11	2
C=C(CO)C1Cc2cc(C(C)=O)ccc2O1 (stereo unspecified)	-2	nt	-24	-15	nt	nt	11	17	nt
Cc1ccc2cc(CCNC(=O)c3ccco3)c(=O)[nH]c2c1	-4	1	-5[20 µM]	-16	2	-8	5	2	-2
CCC(=O)NC(NC(=S)Nc1cccc2cccnc12)C(Cl)(Cl)Cl (stereo unspecified)	-13	6	-19	-6	-1	2	6	-11	6
O=C(CCSCCC(=O)N1CCCC1)N1CCCC1	-5	4	-11[20 µM]	1	4	-5	6	-6	-1
O=c1c(-c2ccccc2)c1-c1ccccc1	-15	-7	nt	nt	13	-4	19	6	-3
CCCCc1ccc(NC(=O)COc2ccc(C(=O)Nc3ccccc3C)cc2)cc1	-6	2	-22	1	-2	4	8	16	2
O=C(N/N=C/c1ccc2c(c1)OCO2)c1ccc2c(c1)OCCO2	-2	1	-11	-39	5	-7	7	26	-2
COc1ccc(-c2cc(C(=O)NC(C(=O)O)C(C)C)c(C)o2)cc1OC (stereo unspecified)	-12	3	-22	-4	2	-11	10	1	-1
Cc1ccc(Cc2c(C)nc3nc(SCC(=O)NCCN4CCOCC4)nn3c2C)cc1	3	0	-25[20 µM]	-5	-4	4	4	4	3
CSC1=NCCN1S(=O)(=O)c1ccccc1	-3	4	-34	-1	0	-2	7	2	6
O=C(Nc1ccccc1)C(O)C(O)C(=O)Nc1ccccc1 (stereo unspecified)	-4	0	-18	-4	-1	-3	13	22	3
Oc1ccc(Nc2nc(-c3ccc(O)cc3)cs2)cc1	-15	4	-8[20 µM]	2	4	18*	10&9	4	15*
Cc1onc(-c2ccccc2)c1C(=O)NNC(=S)NC(=O)c1ccc2c(c1)OCO2	-11	0	-32	-11	-1	-6	6	8	4
Cc1c(N2C(=O)C3C4C=CC(C4)C3C2=O)c(=O)n(-c2ccccc2)n1C (stereo unspecified)	-5	2	-20	-3	-6	-3	9	4	7
CN(C)S(=O)(=O)Oc1ccc(C(=O)Nc2cccc(C(F)(F)F)c2)cc1	12	3	-20	-1	-1	-5	3	-9	5
CCOC(=O)c1[nH]cnc1N=Nc1c(O)ccc2ccccc12	-138	6	-12	-3	0	-6	25	45	3
CC/C(C)=N/Nc1nc2sc3c(c2c(=O)[nH]1)CC(C)(C)OC3	-1	0	-21[20 µM]	-3	-1	4	16	13	2
COC(=O)c1nn(-c2nc(-c3ccc(OC)c(OC)c3)cc(C(F)(F)F)n2)cc1[N+](=O)[O-]	-9	5	-29	-7	0	-1	8	9	0
CC1CCN(C(=O)COC(=O)c2ccc(Br)o2)CC1	-6	4	-18[20 µM]	-1	-1	-1	4	18	4
O=C(Nc1cc(S(=O)(=O)N2CCOCC2)ccc1Cl)c1cc(=O)c2ccccc2o1	-1	4	3	2	4	-5	7	15	-6
O=c1c2cc(N3CCOCC3)ccc2[nH]c(=S)n1Cc1cccc(Cl)c1	-11	9	-9[20 µM]	-5	2	-12	10	-11	7
COc1cc(/C=N/N=C(N)N)ccc1OCc1ccccc1Cl	-8	6	-13	10	4	-2	6	43	13
Cc1ccc(N=C2NC(=O)/C(=C/c3cccn3C)S2)cc1	-79	1	-1	-2	9	-3	3	19	3
Cc1csc2c(=O)[nH]cnc12	0	2	-6	0	-1	0	0	4	5
O=c1[nH]c(N/N=C\c2ccc3c(c2)OCO3)nc2ccccc12	-12	3	2	-37	1	-12	3	44	2
COc1ccc2c(c1)C(=O)N(c1ccccc1C)C(=O)C2(C)C	-11	3	-22	-5	-3	-6	5	9	5
Following part:
SMILES	p47phox inh	BaF3 tox	Furin inh	Tb hexokinase	Ba/F3 V617F tox	RBBP9 inh	PGE2 EP2 inh	PPC-1+TRAIL kill	p97 ATPase inh
c1ccc(SCCCCNC2CCCC2)cc1	-7	5	-18	-2	2	-4	3	18	-2
COc1cccc(CNC(=O)CCC2CCCN(c3cc(C)nc(N)n3)C2)c1 (stereo unspecified)	1	-1	-16	0	1	-7	8	17	1
CCN1CCN(C(=O)c2cc3c(s2)-c2ccccc2S(=O)(=O)C3)CC1	-15	4	-24	-8	-3	-5	15	15	5
CCOc1cccc(/C=N/N2C(=O)CSC2=S)c1O	-27	1	-7	13	2	-11	8	33	-4
Cc1sc2ncnc(Sc3ccccc3C(=O)O)c2c1C	3	6	-17	-8	0	-2	16	8	2
CC(=O)c1ccc(OCCCC(=O)N2CCN(S(=O)(=O)c3cccs3)CC2)cc1	-14	4	-11	-1	-3	0	3	-27	3
Cc1cc(O)ccc1Nc1nc2ccccc2nc1Nc1ccc(O)cc1C	56*	4	-12	-20	-2	21*	4	21	14
CCn1cc(C(=O)N[C@H](C)c2ccccc2)c(=O)c2cc(F)c(N3CCN(C)CC3)cc21	-8	11	-19[20 µM]	-25	8	-3	7	9	-9
CCOC(=O)Nc1ccc(=O)n(Cc2c(Cl)cccc2Cl)c1	-1	3	-28[20 µM]	-4	-2	-3	4	-15	2
Cc1c(NC(=S)N/N=C/c2ccc([N+](=O)[O-])cc2O)c(=O)n(-c2ccccc2)n1C	-2	3	-16	-37	-2	-9	12	7	2
CCOc1cc(C2C(C(=O)OC)=C(C)N=C3SCCC(=O)N32)ccc1OC(C)=O (stereo unspecified)	-9	3	-4	4	2	2	14	-25	-1
O=C1C=CC(=O)N1CCCCCCN1C(=O)C=CC1=O	6	-1	-22	-1	72*	12	135*	24	5
N#Cc1ccsc1NC(=O)CN(Cc1ccccc1)Cc1ccccc1	-27	5	-1	10	3	-4	10	4	-8
CCOCCCNC(=S)N(Cc1ccco1)Cc1cc2cc3c(cc2[nH]c1=O)OCCO3	-1	2	-21	-12	3	-6	8	2	-2

By substructure, the compounds so far with fluorine (5)
SMILES	p47phox inh	BaF3 tox	Furin inh	Tb hexokinase	Ba/F3 V617F tox	RBBP9 inh	PGE2 EP2 inh	PPC-1+TRAIL kill	p97 ATPase inh
CC(=O)c1sc2nc(-c3cccs3)cc(C(F)(F)F)c2c1N	-54	0	-16	-15	0	3	24	18	0
Cn1c(=O)c2[nH]c(N=NNc3ccccc3F)nc2n(C)c1=O	-7	3	-3	-5	0	3	12	11	3
CN(C)S(=O)(=O)Oc1ccc(C(=O)Nc2cccc(C(F)(F)F)c2)cc1	12	3	-20	-1	-1	-5	3	-9	5
COC(=O)c1nn(-c2nc(-c3ccc(OC)c(OC)c3)cc(C(F)(F)F)n2)cc1[N+](=O)[O-]	-9	5	-29	-7	0	-1	8	9	0
CCn1cc(C(=O)N[C@H](C)c2ccccc2)c(=O)c2cc(F)c(N3CCN(C)CC3)cc21	-8	11	-19[20 µM]	-25	8	-3	7	9	-9
